KCC2 mod = modulates chloride dependent transport by human KCC2. KCC2 cells, thallium flux FluoZin-2 fluorescence. B-score of Tl+ flux slope (higher = more flux/activation; lower = inhibition) at 10 µM. 190,000 tested, 2.2% active. AID 1456;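 active = thallium flux slope and its plate-corrected score both differing from the plate sample mean at a set confidence after two filtering rounds, in either direction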;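 also: slope of fluorescence scaled to starting intensity during 10 to 20 s after thallium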
eIF4E-4G inh = eIF4E/eIF4G interaction inhibition in translation initiation. P63073+Q04637. TR-FRET eIF4E-eIF4GI(517-606) binding, 2 h. inhibition, % at 21.7 µM. 220,000 tested, 0.37% active. AID 782;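 also: 0% = full FRET control wells and 100% = background wells lacking eIF4GI fragment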
Rad51 HR inh = blocks human Rad51 in homologous recombination | hRad51 DNA strand exchange, fluorescence dequenching | Q06609 | 200,000 tested, 0.085% active | inhibition, % at 10 µM;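 active = inhibition above 40% at the single screening dose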;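 also: 0% = DMSO control wells and 100% = blanks with heterologous ssDNA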
Target sequence (Q06609 whole entry, looked up): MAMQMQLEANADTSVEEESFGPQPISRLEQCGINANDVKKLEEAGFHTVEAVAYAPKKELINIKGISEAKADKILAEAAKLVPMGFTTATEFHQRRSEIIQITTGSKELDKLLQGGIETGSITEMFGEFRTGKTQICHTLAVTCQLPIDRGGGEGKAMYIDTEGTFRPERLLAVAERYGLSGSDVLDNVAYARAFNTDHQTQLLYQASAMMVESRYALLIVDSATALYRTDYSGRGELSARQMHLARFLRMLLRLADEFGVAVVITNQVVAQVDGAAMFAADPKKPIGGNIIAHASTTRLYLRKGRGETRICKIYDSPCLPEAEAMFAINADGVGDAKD
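Test system: preformed human Rad51 ssDNA filaments. Compound dosing: single dose, 10 µM final compound. Incubation: filaments 15 min 37 °C, then compound 30 min. Technique: FRET fluorescence dequenching, excitation 485 nm, emission 520 nm. Read-out basis: percent inhibition from fluorescence, normalised to plate control and blank means. Benchmarks: plate controls and plate blanks.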
EBV gp42 block = blocks Epstein-Barr virus glycoprotein 42 binding | Fluorescence polarization binding assay, mP read-out | inhibition, % (tested at 21.74 µM) | AID 1085 | Q1HVG2 | 220,000 tested, 0.42% active; in the data active = inhibition above about 50%
14-3-3 Bad inh = disrupts binding of bovine 14-3-3 zeta to phospho-Bad peptide | TR-FRET 14-3-3zeta/Dy647-pBad peptide displacement, 1 h | 220,000 tested, 0.71% active | inhibition, % at 21.7 µM | AID 781;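 active = inhibition above about 70%, limit read from the data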;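 also: 0% = full 14-3-3 plus peptide FRET controls and 100% = background without 14-3-3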
NCF1 inh = inhibitors of human p47phox binding; P14598; p47phox/p22phox peptide binding, fluorescence polarization, 2 h; inhibition, % at 24.7 µM; 220,000 tested, 0.53% active; AID 1274;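 also: 0% = p47phox with labelled peptide and 100% = labelled peptide alone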
Target sequence (P14598 whole entry, looked up): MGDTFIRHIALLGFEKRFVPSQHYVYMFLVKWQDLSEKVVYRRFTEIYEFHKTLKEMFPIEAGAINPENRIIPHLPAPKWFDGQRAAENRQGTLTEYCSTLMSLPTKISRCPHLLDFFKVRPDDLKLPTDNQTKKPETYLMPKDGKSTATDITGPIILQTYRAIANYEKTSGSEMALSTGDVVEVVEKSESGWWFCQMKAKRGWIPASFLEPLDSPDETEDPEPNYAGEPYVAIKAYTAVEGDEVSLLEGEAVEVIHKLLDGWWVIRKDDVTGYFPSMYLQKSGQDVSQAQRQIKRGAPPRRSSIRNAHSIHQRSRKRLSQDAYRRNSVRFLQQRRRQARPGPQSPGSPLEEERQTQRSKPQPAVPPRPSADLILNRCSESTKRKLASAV
Furin inhibitor = blocks human furin protease activity; AID 463115; P09958; inhibition, % at 30 µM; purified furin, fluorogenic substrate cleavage; 220,000 tested, 0.061% active; in the data active = inhibition above about 25%; also: inactives centre near -15
KLK5 inh = inhibitors of human kallikrein 5. Q9Y337. recombinant hK5, fluorogenic AMC substrate cleavage. inhibition, % at 5 µM. 210,000 tested, 0.59% active;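 active = inhibition of 40% or more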;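 also: 0% = enzyme controls without compound and 100% = no-enzyme blanks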
Target sequence (Q9Y337 67-293 limits assumed): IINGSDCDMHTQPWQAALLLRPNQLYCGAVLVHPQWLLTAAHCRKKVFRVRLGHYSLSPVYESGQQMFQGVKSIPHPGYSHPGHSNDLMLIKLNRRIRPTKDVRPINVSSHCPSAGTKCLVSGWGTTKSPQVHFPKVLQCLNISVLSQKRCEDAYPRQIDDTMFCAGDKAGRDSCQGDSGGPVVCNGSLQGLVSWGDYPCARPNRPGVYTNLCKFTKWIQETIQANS
thrombin 1536 = blocks human thrombin protease activity. P00734. alpha-thrombin, Boc-VPR-AMC fluorogenic substrate cleavage. inhibition, % at 5 µM. 220,000 tested, 0.26% active. AID 1046;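 active = inhibition at or above 40%; inactive = inhibition below 40%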;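 also: 0% = enzyme with no compound and 100% = wells without enzyme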
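Material: Human alpha-thrombin protein | Buffer or medium: pH 7.5 Tris-saline with Tween 20 | Reagent: Boc-VPR-AMC substrate, 15 µM final | Schedule: Reaction at ambient temperature | Detection: AMC fluorescence at 355 nm excitation and 460 nm emission | Evaluation: Percent inhibition scaled between no-compound controls and no-enzyme blanks | Controls: no-compound enzyme wells and no-enzyme blanks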
* = called active by the depositor; x = not tested or not shown; [ ] = dose if it differs, or a comment.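 The calls were made as follows, unless noted: active = inhibition above about 30% (limit read from the data); inactive = the rest.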

Fields: KCC2 mod, eIF4E-4G inh, Rad51 HR inh, EBV gp42 block, 14-3-3 Bad inh, NCF1 inh, Furin inhibitor, KLK5 inh, thrombin 1536
> COc1ccc(Cn2nnc3c(=O)[nH]c(C4CCN(C(=O)c5ccccc5Cl)CC4)nc32)cc1
  -1.8, 0, 4, -5, 9, -20, -16, 7, 6
> COc1cccc(S(=O)(=O)Nc2cccc(C(=O)N3CCOCC3)c2)c1
  0.084, -4[fluorescence artefact?], 3, -10, 1, 5, -8[20 µM], 2, -2
> CCCCCn1c(CN2CCN(C(=O)OCC)CC2)nc2c1c(=O)[nH]c(=O)n2C
  0.4, 2[fluorescence artefact?], 0, -4, 2[fluorescence artefact?], -3, -16[20 µM], -7, 1
> Cc1c(Cl)cn2c(=O)cc(CN3CCN(c4ccc(F)cc4)CC3)nc2c1Cl
  -2.8, 1, 11, -5, -14, -1, -4, -2, -6
> O=C(CNC(=S)NC(=O)c1ccccc1)c1ccccc1
  0.42, 0, 3, -12, -23[fluorescence artefact?], -4, -26, -24, -4
> CCOc1ccccc1N1C(=O)c2ccc(C(=O)O)cc2C1=O
  2.2, 3, -4, -6, 6[fluorescence artefact?], -5, -6, -4, 7
> COc1ccc(C(=O)Nc2ccc(C(=O)NCCc3ccc(OC)c(OC)c3)cc2)cc1
  0.65, 7, x, -17, 47, x, -29, 2, 0
> Cc1cccc(C)c1NC(=O)Cn1nnc(-c2ccc(CN3CCC(C)CC3)cc2)n1
  -0.69, -4, 1, 6, -3, -2, -15, 2, -1
> CC(C)CN(C(=O)CN1CCN(c2ccc([N+](=O)[O-])cc2)CC1)c1c(N)n(CC(C)C)c(=O)[nH]c1=O
  0.2, 1, -7, -16, 2, -5, -19, -1, 25
> O=C(O)CC/C(=C\c1ccccc1[N+](=O)[O-])c1nc2ccccc2s1
  -4.1*, -2, -5, -5, -14, -2, -13, 3, -3
> O=C1CCCC2=C1C1(CCCCC1)N=C(Nc1nc3ccccc3o1)N2
  0.82, -2[fluorescence artefact?], -2, 1, 6, 1, -22[20 µM], -7, 0
> CCOc1ccc2nc(N3CCCC(C(=O)NCC4CCCO4)C3)sc2c1 (centres undefined)
  0.63, -3, x, 3, 2, -1, -7, -3, -8
> O=C(c1cnc2ccc3ccccc3c2c1)c1cc(F)ccc1O
  0.4, 1, 0, 1, 0, -10, 9, 5, 1
> O=[N+]([O-])c1cccnc1-n1cnc2ccccc21
  -0.65, 5, x, -7, -5[fluorescence artefact?], -1, -30, -13, -3
> CNc1nc(-c2ccccn2)nnc1-c1ccccc1
  0.43, -11, 5, -6, -7, -8, -12[20 µM], -16, -4
> CCOC(=O)c1[nH]c(C)c(C(=O)OCc2c(C)noc2C)c1C
  x, -9, 3, -10, -5, 10, -5, -4, -7
> Fc1ccccc1CNc1ccc(Cl)cc1
  x, 4[fluorescence artefact?], 2, -3, -6, -10, -4[20 µM], 1, -3
> C/C(=N\O)c1cc(Cl)ccc1O
  x, 92*, 13, -7, -9, -5, -17, -4, -7
> S=C(Nc1cccnc1)NC1CCCC1
  -0.18, -1, -2, 5, -2, -16, -20, -3, -2
> COc1ccc(NC(=O)CSc2nc(C)cc(C)n2)c([N+](=O)[O-])c1
  0.48, -4, 3, 3, -2, -10, -13, -3, -12
> COC(=O)C1=C(C)N(CCc2ccccc2)C(=O)C1(NS(=O)(=O)c1ccc(NC(C)=O)cc1)C(F)(F)F (centres undefined)
  -0.79, 1, x, -16, 1, -13, -2[20 µM], -25, -3
> O=C1C2C3C=CC(CC3)C2C(=O)N1/N=C/c1ccccc1O (centres undefined)
  -0.19, 2, 5, -16, -5, -19, -8[20 µM], -36, 1
> Cc1cccc(-c2noc(C3CCCCC3)n2)c1
  0.35, 1[fluorescence artefact?], -5, -11, -8, 1, -22[20 µM], -30, -7
> C=CCCCOc1ccc(C(=O)O)cc1
  0.062, -4[fluorescence artefact?], x, -5, 1[fluorescence artefact?], -3, -3[20 µM], -1, -6
> O=C1CSc2ccc(C(=O)Nc3cccc(S(=O)(=O)Nc4ccc(Br)cc4)c3)cc2N1
  0.27, 1, -5, 14, 8, -26, -16, -6, -4
> Cc1c(-c2ccccc2)nc2ccccc2c1C(=O)OCC(=O)Nc1ncc(C(F)(F)F)cc1Cl
  -0.15, 6, -4, -26, -16, -67, -4, -7, -10
> COc1ccccc1OCCCCOc1ccccc1F
  -0.041, 2, 6, -3, 3, -1, -21[20 µM], -25, -8
> Cc1nnc(NC(=O)CSC2CCCCC2)s1
  -0.13, -2, -4, -8, 5, -11, -23, -26, -10
> CCN(CC)S(=O)(=O)c1ccc(NC(=O)C(C)N(c2ccccc2)S(C)(=O)=O)cc1 (centres undefined)
  0.0084, 2, -4, 8, -1, -1, -19[20 µM], -8, -2
> CCOc1ccccc1N(C(=O)Nc1ccc(Cl)cc1)C1=NC(C)CS1 (centres undefined)
  -0.19, 4[fluorescence artefact?], -6, -2, -3, -8, -15, -1, -10
> COc1ccc(/C=C2\OC(=S)N(C)C2=O)cc1
  x, 8, 2, 2, -2, 0, -10[20 µM], 29, 21
> COC(=O)C(C)n1cnc2c(nnn2-c2ccc(OC)cc2)c1=O (centres undefined)
  x, 2, 2, -23, 4, -15, -20, -4, -2
> CN(C)c1nc(Cl)cc(N2CCOCC2)n1
  1.5, 3, 0, 4, 16, -2, -4[20 µM], -20, 0
> CC(C)Cn1c(-c2csc(C(C)C)c2)n[nH]c1=S
  21*, -3, 8, 2, -9, 1, -15, -3, -4
> CC(=O)c1c(N2CCOCC2)nc2ccc(Br)cc2c1-c1ccccc1
  -0.41, -1, -2, 8, 0, -11, -7, 0, 2
> C=CCNC(=O)NC(=O)CSc1nnc(C(F)(F)F)n1C
  0.9, -3, 1, -12, 3, -6, -24, -9, 5
> CCOC(=O)C(Cc1ccc(Cl)cc1Cl)c1ccno1 (centres undefined)
  1, -1, 7, 7, 1, 8, -11, -9, -1
> COc1ccccc1N1CCN(C(=O)CN2C(=O)c3ccccc3S2(=O)=O)CC1
  0.81, 5, 20, -6, -3, -6, -13, -6, -3
> CCOC(=O)C(=CNc1cc(C)nn1C(C)(C)C)C(=O)OCC
  -0.047, 5, 3, -8, -8, 4, -16[20 µM], -8, -2
> O=C(CSc1nnc(Cn2nnc(-c3ccccc3)n2)n1-c1ccccc1)Nc1ccccc1
  -0.57, 2, -3, 12, 9, -3, -7, -17, 1
> O=C(COc1ccccc1)Nc1ccccc1N1CCCCC1
  -0.32, x, -1, 2, x, 3, -1, 0, 5
> CCOC(=O)N1CCN(C(=O)COc2ccc(S(=O)(=O)Nc3ccc(OCC)cc3)cc2)CC1
  1.2, 13, -3, -19, -7[fluorescence artefact?], -23, -13[20 µM], -16, 3
> O=C(NNC(=O)c1ccccc1Cl)c1ccccc1Cl
  0.16, 3, -13, -14, -7, -10, -5, 12, -4
> CCCCC(=O)Nc1nc(C)c(-c2csc(Nc3ccc(Cl)cc3)n2)s1
  0.35, 2, 1, -11, 8, -60, -8[20 µM], -24, -9
> Cc1cc(Cl)ccc1C(=O)C1CCCN(C(=O)c2cscn2)C1 (centres undefined)
  x, 5, 21, -22, 2, -8, -12, x, -6

The last two compounds of the section above are carried over, then new ones follow.
Fields: KCC2 mod, eIF4E-4G inh, Rad51 HR inh, EBV gp42 block, 14-3-3 Bad inh, NCF1 inh, Furin inhibitor, KLK5 inh, thrombin 1536
> CCCCC(=O)Nc1nc(C)c(-c2csc(Nc3ccc(Cl)cc3)n2)s1
  0.35, 2, 1, -11, 8, -60, -8[20 µM], -24, -9
> Cc1cc(Cl)ccc1C(=O)C1CCCN(C(=O)c2cscn2)C1 (centres undefined)
  x, 5, 21, -22, 2, -8, -12, x, -6
> C=CCn1c(C)cc(C(=O)Cn2ncc(Cl)c(Cl)c2=O)c1C
  -1.6, 23[fluorescence artefact?], -5, 29, -18, 3, -7, -17, -8
> CCOc1ccc(-c2c(C)n([O-])c3c([n+]2=O)CCCCC3)cc1
  -0.26, 1, -101, -13, -10, -4, -16, -10, 4
> C=CCNC(=O)C(=O)NCC1CCCN1CC (centres undefined)
  1.9, 0, 2, -15, -1, 22, -27, 1, -7
> CNC(=O)c1ccc(-c2sc3nc(N4CCOCC4)c4c(c3c2N)CCCC4)o1
  -2.2, 2[fluorescence artefact?], 3, 8, -24[fluorescence artefact?], -8, -27, -37, -18
> COc1ccc2[nH]cc(C(=O)CNc3nc(C)cs3)c2c1
  -0.28, -16, -3, -66, 4[fluorescence artefact?], -14, -24[20 µM], 6, -3
> CCN(CC)CC(=O)NCc1cc(-c2ccc(OC)cc2)no1
  0.025, -11, 15, -11, 8, 1, 2[20 µM], -6, -4
> CC(C)c1ccc(NC(=O)CSC(C)c2nc3ccccc3c(=O)[nH]2)cc1 (centres undefined)
  -0.54, 0, x, -8, 1, -9, -21, -2, -3
> Cc1ccccc1OCCn1cc(C(=S)N2CCN(C)CC2)c2ccccc21
  x, -3, 1, 6, -13, 3, -7, 4, -3
> CCOC(=O)CCc1c(C)nc2ncnn2c1C
  x, -3, -5, -7, -2, 18, -22, 8, -4
> COc1ccccc1N(CC(=O)NCc1ccccc1)C(=O)CCC(=O)Nc1cc(C)ccn1
  x, -3[fluorescence artefact?], -1, -12, 1[fluorescence artefact?], -8, -11[20 µM], -8, 4
> CCOC(=O)C1(Cc2cccc(Cl)c2)CCCN(C(=O)CCC(=O)N(C)C)C1 (centres undefined)
  0.17, -4, -3, -5, -16, -2, -11, x, -1
> O=C(NC1CC1)C1=C[C@H](C2CCCCC2)C[C@H](OCc2ccc(CO)cc2)O1
  -0.58, 1, 11, -10, 5, x, -17, -1, -2
> Cc1ccc(NC(=O)CSc2nnc(-c3ccccc3Br)o2)cc1C
  x, 3, -12, 5, 5, -12, -5, -23, 0
> COc1ccc(S(=O)(=O)NCC2CCCN(C(=O)c3sccc3C)C2)cc1 (centres undefined)
  1.5, 1, -11, -6, -3, -16, -6, -8, 0
> COc1ccnc(Oc2ccccc2)c1C(=O)N/C=N/OCc1ccccc1
  -0.094, 2, 22, -2, -16, -1, -20, x, -8
> CN(C)N=Nc1nc2c(c(=O)n(C)c(=O)n2C)n1C
  -0.26, -5, 16, -2, -1, -3, 1, -7, -2

Screening data: PubChem BioAssay, several laboratories
